AmpC det inh – Promiscuous and Specific Inhibitors of AmpC Beta-Lactamase (assay with detergent) | purified AmpC, nitrocefin hydrolysis with detergent | Potency, µM (series often up to 28.7 µM), for inactives: at the highest dose activity change, negative = inhibition | P00811 | actives 0.09% (n = 71,000) | AID 584, 2007; active = well fitted curve in the direction sought with a large enough effect
Target sequence (P00811 whole entry, looked up): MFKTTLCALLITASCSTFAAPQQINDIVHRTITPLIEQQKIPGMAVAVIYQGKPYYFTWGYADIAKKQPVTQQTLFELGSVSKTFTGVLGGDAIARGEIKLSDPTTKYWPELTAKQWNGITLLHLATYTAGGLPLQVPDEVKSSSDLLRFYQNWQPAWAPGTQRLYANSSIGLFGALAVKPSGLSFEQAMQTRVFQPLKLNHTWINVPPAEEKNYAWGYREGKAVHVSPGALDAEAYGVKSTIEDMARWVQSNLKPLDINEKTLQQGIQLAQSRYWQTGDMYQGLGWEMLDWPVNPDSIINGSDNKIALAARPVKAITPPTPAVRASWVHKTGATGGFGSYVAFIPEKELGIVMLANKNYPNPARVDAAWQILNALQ
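E. coli AmpC (5.3 nM) in 20 mM phosphate pH 7.0 with 0.01% Triton X-100, preincubated 15 min RT with compound; nitrocefin (2 uL of 800 uM stock) hydrolysis followed by 480 nm absorbance every 20 s over 4 min.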
An asterisk follows results filed as active; & = joins results of further samples; [ ] = another dose, or the depositor's remark. % is scaled to controls: 0 for no effect and ±100 for the full control effect; potency is read from the fitted curve at half-maximal effect. Some of the compounds tested. The share of hits here may be higher or lower than overall.

SMILES | AmpC det inh
O=C(NCC1CCCO1)c1cc(-c2ccco2)nc2ccccc12 (stereo not drawn) | -1.7%
CN1CCN(C(=O)c2ccc3c(c2)N(Cc2cccc(Cl)c2)C(=O)c2ccccc2S3=O)CC1 (stereo not drawn) | 4.5%
COc1cccc2c(=O)n(CC(=O)NC3CCCC3)ccc12 | 10.8%
COc1cc(C2C(C(=O)c3ccco3)=C(O)C(=O)N2CCc2ccccc2)ccc1O (stereo not drawn) | 0.6%
COCCSc1ccccc1C(=O)N1CCN(Cc2ccc3c(c2)OCO3)CC1 | -1.5%
COC(=O)c1ccccc1-n1c(C)nc2ccccc2c1=O | -3.6%
CCN1c2ccccc2-c2nc3ccccc3n2C1c1ccccn1 (stereo not drawn) | 9.4%
CCCCOC(=O)CNc1nnc(SCC(=O)OCC)[nH]c1=O | 0.0%
O=C(c1cc2c(ccc3ccccc32)oc1=O)N1CCN(CCO)CC1 | 6.9%
CCn1c(CN2CCCCCC2=O)nnc1SCc1cnc(-c2ccccc2)s1 | 14.2%
COc1ccccc1OCC(=O)OCC(=O)Nc1ncc(Cl)cc1Cl | -3.6%
Cc1[nH]nc2c1C1(CCC3(CC1)OCCO3)C(C#N)=C(N)O2 | -1.3%
CCCCCn1c(=O)[nH]c2c(c1=O)CCC2 | 8.4%
O=C(CSc1cccc2cccnc12)NCc1ccco1 | -1.9%
CCOCCn1c(-c2ccc(OC)cc2)nc2ccccc21 | 8.9%
C=CC(=O)OCCCCCCOC(=O)C=C | 9.5%
CC(C)(C)C(=O)NC1CCN(C(=O)N2CCCC2)CC1 | -3.7%
CN=CC1=C(O)CC(C)(C)CC1=O | -4.7%
CCc1cc2cc(C)ccc2nc1SCC(=O)N1CCN(C(=O)c2ccco2)CC1 | 6.6%
O=C1CC(c2ccsc2)c2cc3c(cc2N1)OCCO3 (stereo not drawn) | 6.7%
COc1ccccc1C1C2=C(N=C3SCC(=O)N31)c1ccccc1CC2 (stereo not drawn) | 1.7%
CCC1CCCCN1C(=O)Cn1c(=O)n(CCC(=O)NCc2ccco2)c(=O)c2sccc21 (stereo not drawn) | 11.6%
Cc1cnc(C(=O)OCC(=O)Nc2cc(Cl)cc(Cl)c2)cn1 | -2.1%
Cc1ccc2cc(C#N)c(SCC(=O)NCC3CCCO3)nc2c1 (stereo not drawn) | 0.1%
CC(C)(C)n1ncc2c(=O)n(CC(=O)NCCc3ccccc3)cnc21 | 8.1%

Sorted by length of the SMILES (highest first): some entries from above
SMILES | AmpC det inh
CC(C)(C)n1ncc2c(=O)n(CC(=O)NCCc3ccccc3)cnc21 | 8.1%
COc1ccccc1C1C2=C(N=C3SCC(=O)N31)c1ccccc1CC2 (stereo not drawn) | 1.7%
O=C(CSc1cccc2cccnc12)NCc1ccco1 | -1.9%

The listing picks up, repeating the two entries before the break.
SMILES | AmpC det inh
Cc1ccc2cc(C#N)c(SCC(=O)NCC3CCCO3)nc2c1 (stereo not drawn) | 0.1%
CC(C)(C)n1ncc2c(=O)n(CC(=O)NCCc3ccccc3)cnc21 | 8.1%
CCN(CC)CCCNC(=O)c1nn(-c2ccc(OC)cc2OC)c(=O)c2ccccc12 | -1.4%
COCCNc1ncnc2ccc(-c3cccnc3)cc12 | 1.1%
COC(=O)c1ccccc1N(C)S(C)(=O)=O | -3.0%
CC1(C)C(=O)NC2=C1C(=O)C(=O)c1ccccc12 | -4.2%
CS(=O)(=O)N(CC(=O)N1CCN(c2cccc(Cl)c2)CC1)c1cccc(F)c1 | -2.8%
O=C1c2ccccc2C(O)N1Cc1ccco1 (stereo not drawn) | 6.2%
CC(=O)c1sc2nc(-c3cccs3)cc(C(F)(F)F)c2c1N | -3.1%
Cc1cc(NC(=O)CSc2n[nH]c(CC(C)C)n2)no1 | -18.4%
COc1ccc(N2C(=O)CSC23CCCCC3)cc1 | -3.0%
O=C(CSc1nnnn1-c1ccc(Cl)cc1)N1CCc2ccccc2C1 | -1.5%
O=C(O)c1ccc(S(=O)(=O)c2ccc3c(c2)C(=O)N(Cc2ccco2)C3=O)cc1 | -5.9%
CCc1cccc(C)c1NC(=O)CSc1nnc(-c2ccco2)n1N | -2.0%
CC(C)NC[C@@H](O)COc1cccc2[nH]ccc12 | -3.3%
C[C@H](O)[C@@H]1C(=O)N2C(C(=O)O)=C(SCCN=CN)C[C@@H]12 | -1.4%[12.8 µM]
O=C(CSc1nccc(=O)[nH]1)Nc1ccc(F)c(Cl)c1 | -3.8%
CCN1CCN(S(=O)(=O)c2cc(OCC(=O)NC3CCCCC3)c(C)cc2Cl)CC1 | 19.9%
Cc1cccc(NC(=O)C2CCN(S(=O)(=O)c3c(C)nn(C)c3C)CC2)n1 | 8.0%
COc1ccc(NC(=O)CN(c2cc(C)cc(C)c2)S(=O)(=O)c2c(C)noc2C)cc1 | 1.0%
CCOC(=O)c1c(C2CC2)csc1NC(C)=O | -8.1%
Oc1ccccc1-c1cc(C(F)(F)F)[nH]n1 | -6.2%
CC(C)Cc1nc2oc3c(N4CCN(CCO)CC4)ncnc3c2c2c1CCCC2 | -8.4%
Cc1nn(-c2ccccc2)c(C)c1C(=O)OCC(=O)c1c(N)n(CC(C)C)c(=O)n(C)c1=O | -2.0%
Cc1ccc(C(=O)c2cc3c(cc2N)OCCO3)cc1 | 3.1%
O=C(Nc1cc(Cl)ccc1O)c1cc2n(n1)C(C(F)(F)F)CC(c1ccc3c(c1)OCO3)N2 (stereo not drawn) | -3.3%
Cc1ccc(-n2ncc3c(=O)n(CC(=O)Nc4cccc(Cl)c4)cnc32)cc1C | 9.0%

Molecules from the list above that contain an NH in an aromatic ring, in the order listed:
SMILES | AmpC det inh
CCCCOC(=O)CNc1nnc(SCC(=O)OCC)[nH]c1=O | 0.0%
Cc1[nH]nc2c1C1(CCC3(CC1)OCCO3)C(C#N)=C(N)O2 | -1.3%
CCCCCn1c(=O)[nH]c2c(c1=O)CCC2 | 8.4%
Cc1cc(NC(=O)CSc2n[nH]c(CC(C)C)n2)no1 | -18.4%
CC(C)NC[C@@H](O)COc1cccc2[nH]ccc12 | -3.3%
O=C(CSc1nccc(=O)[nH]1)Nc1ccc(F)c(Cl)c1 | -3.8%
Oc1ccccc1-c1cc(C(F)(F)F)[nH]n1 | -6.2%

More structures follow.
SMILES | AmpC det inh
COc1cccc(CSc2nnc(-c3ccc(F)cc3)o2)c1 | -10.1%
Cc1cccc2cc(C(c3nnnn3CC3CCCO3)N3CCCC4(CCCCC4)C3)c(=O)[nH]c12 (stereo not drawn) | -0.7%
CCC(C)(C)C(=O)O | 5.4%
Cc1nc2sc3c(c2c2nnc(SCC(=O)NCc4ccco4)n12)CCCC3 | -4.7%
CCCCC(=O)Nc1nnc(SCC(=O)N2CCN(c3ccccc3OC)CC2)s1 | 0.8%
COc1ccccc1-c1cncnc1NCCNC(C)=O | 7.4%
COc1cc2c(cc1OC)CN(C(=O)CSc1nc3[nH]ncc3c(=O)n1-c1ccccc1)CC2 | 8.0%
COc1cccc(CN2CCN(c3ncccn3)CC2)c1 | -2.5%
CCCC(=O)Nc1ccc(Cl)c(NC(=O)c2ccco2)c1 | -7.0%
CNC1=C(Cl)C(=O)c2ccncc2C1=O | 15.1%
CN(C)c1ccc(-c2ccc3ncnc(NCc4ccccc4)c3c2)cc1 | 11.6%
NC(=O)C1CCN(C(=O)c2cc3ccccn3n2)CC1 | 4.2%
O=C(NC1CCN(Cc2ccccc2)CC1)c1ccccc1F | 0.3%
CN(C)S(=O)(=O)N(CCN1CCOCC1)Cc1ccccc1F | -4.3%
COc1cc2c(cc1C(F)(F)F)N(C(=O)Nc1cc(F)cc(-c3cccnc3)c1)CC2 | 0.1%&-9.7%
O=C(Cn1nc(-c2ccccc2)nc1-c1ccccc1)N1CCOCC1 | -1.5%
COc1cc(CNC2CCCCCC2)cc(OC)c1OC | -5.1%
COc1ccc(C2C(C(C)=O)=C(O)C(=O)N2CCO)c(OC)c1 (stereo not drawn) | -3.1%
CC(C)C1CC(O)(C2(O)CCCCC2)ON1 (stereo not drawn) | -3.5%
Cc1oc(-c2ccc(Cl)cc2)nc1CN1CCC(C(=O)NCCCN2CCCC2=O)CC1 | 12.0%
O=C(NCCCN1CCCC1)C1CCN(C(=O)c2cc3sccc3n2Cc2ccc(F)cc2)CC1 | 12.1%
CN(C)CCCNS(=O)(=O)c1cc(Cl)ccc1Cl | 4.7%
CNc1ccccc1 | 6.4%
CCN1CCCC1CNC(=O)c1cc(NC(C)=O)c(N(C)C)cc1OC (stereo not drawn) | 1.2%
Cc1ccc(C)c(NC(=O)C2CCCN2C(=O)OC(C)(C)C)c1 (stereo not drawn) | -2.6%
The listing continues:
SMILES | AmpC det inh
CCOC(=O)C1=C(N)OC2=C(C(=O)CCC2)C12C(=O)Nc1ccccc12 (stereo not drawn) | 12.1%
Cc1occc1-c1nnc(SCC(=O)NCc2ccc3c(c2)OCO3)n1CC(C)C | 21.2%
CC(C)[C@@H](CC(=O)N[C@@H]1CCCC[C@H]1C(=O)N[C@H](CC(=O)N[C@@H](CCC(=O)O)CC(=O)O)Cc1c[nH]c2ccccc12)NC(=O)C[C@H](CO)NC(=O)[C@@H]1CCCC[C@H]1N | -2.6%
CC(C)C(NC(=O)C1CCCCC1)C(=O)NCc1ccccn1 (stereo not drawn) | 1.6%
COc1ccc2[nH]c(=O)c(C(c3nnnn3CC3CCCO3)N3CCc4ccccc4C3)cc2c1 (stereo not drawn) | 2.3%
COc1ccc(Nc2ncc3nc(-c4cccs4)c(=O)n(Cc4cccc(OC)c4)c3n2)cc1 | -1.2%
N/N=C1/c2ccccc2N[C@H]1OC(=O)Nc1cccc(Cl)c1 | -13.0%[5.75 µM]
CSc1nc(NCC(C)C)nc(N2CCOCC2)n1 | -6.8%
C/C(N)=C(/C#N)C(=O)COc1ncnc2ccc(Br)cc12 | -2.2%
COc1ccccc1N1C(=O)C2C3C=CC(C3)C2C1=O (stereo not drawn) | 11.7%
CCOCCCNC(=O)CN1CCN(Cc2ccccc2C)C1=O | 8.7%
CCCn1c(=O)c(C(=O)NCc2ccccn2)c(O)c2ccccc21 | -3.6%
Cc1ccc(C(=O)CSc2nc3cc(S(=O)(=O)N4CCOCC4)ccc3o2)cc1 | 18.4%
CC(C)(C)c1ccccc1OCC(=O)Nc1ncn[nH]1 | 10.8%
CCCCn1c(=O)cc(O)c2ccccc21 | -1.9%
Cc1ccccc1-c1nccc(-n2ccnc2)n1 | 8.6%
CCOC(=O)c1ccc2[nH]c(C)c(CN3CCN(C)CC3)c(=O)c2c1 | 5.7%
Cc1cc(NS(=O)(=O)c2ccc(NC(=O)CN3C(=O)c4ccccc4C3=O)cc2)nc(C)n1 | 9.0%
Cn1c(=O)c2c(SCc3ccccn3)nc(-c3ccccc3)nc2n(C)c1=O | 8.9%
CCC(C)(C)NC(=O)CN(C(=O)CCC(=O)Nc1cc(C)ccn1)c1ccc2c(c1)OCO2 | 5.8%
CC(=O)N(Cc1ccc2c(c1)OCO2)C1CC(=O)N(CCc2ccccc2)C1=O (stereo not drawn) | -1.5%
COCC(C)NC(=O)c1cc(-c2ccc(OC)c(OC)c2)on1 (stereo not drawn) | -3.7%
CCc1ccc(-c2ccc(C(=O)O)cc2)nc1 | 14.5%
FC(F)(F)c1ccccc1-c1cncnc1NCCc1cnc[nH]1 | 12.4%
CSC1=NC(NCCCO)c2c(sc3c2CC(C)(C)OC3)N1 (stereo not drawn) | -3.7%
(cont.)
SMILES | AmpC det inh
CCN(CC)c1ccc(NC(=O)c2ccc(Br)o2)c(C)c1 | 0.2%
CCOc1ccccc1N(CC(=O)NCC1CCCO1)C(=O)CCC(=O)Nc1ccccn1 (stereo not drawn) | 2.4%
CC1=C(C(N)=O)C(c2ccncc2)n2nc(-c3ccccc3Cl)nc2N1 (stereo not drawn) | 12.5%
COc1ccc(Cn2nnnc2C(c2ccncc2)N2CCOCC2)cc1 (stereo not drawn) | -4.2%
C=CCn1c(SCC(=O)NCc2ccco2)nnc1-c1ccc2ccccc2n1 | -3.1%
Nc1ccc(S(=O)(=O)NC(=O)c2ccccc2)cc1 | -1.1%[12.8 µM]
Cc1ccccc1Nc1nc(N)nc(CN2C(=O)NC3(CCCCC3C)C2=O)n1 (stereo not drawn) | -1.7%
COc1ccc(-c2noc(CSc3nnc(Cc4ccccc4)n3-c3cccc(C)c3)n2)cc1OC | -4.4%
COC(=O)[C@H](CCSC)NC(=O)Nc1cc(C)ccc1C | -0.9%
COc1ccc(NC(=O)C2CCN(S(=O)(=O)c3cccc4cccnc34)CC2)cc1 | 9.7%
O=C(c1cccc(F)c1)N1CCN(c2cccc(C(F)(F)F)c2)CC1 | -1.5%
COc1cc(NCCC(=O)O)c2ncccc2c1 | -1.9%[5.75 µM]
COCCn1c(=O)c(CCc2ccccc2)nc2cnc(OCc3ccccc3)nc21 | -4.6%
O=C1[C@@H]2C(Cc3ccc(O)cc3)NC3(C(=O)Nc4ccc(F)cc43)[C@@H]2C(=O)N1c1ccc(F)cc1 (stereo partly drawn) | -3.7%
COc1ccc(Oc2ncc3nc(C)c(=O)n(Cc4cccc(OC)c4)c3n2)cc1 | 3.0%
COc1cccc(NC(=O)c2nnn(CCc3ccccc3)c2N)c1 | 9.3%
CCOC(=O)N1CCC(NC(=O)C2CCN(c3nc(-c4ccc(OC)cc4)no3)CC2)CC1 | -2.2%
N=C1C(c2nc3ccccc3s2)=C(O)CN1Cc1ccco1 | -2.6%
c1ccn2c(CNc3ncnc4sccc34)nnc2c1 | 12.0%
Clc1cccc(Nc2ncnc3c2cnn3-c2ccccc2)c1 | 8.8%
C=C(C)Cn1c(NCCOC)nc2c1c(=O)[nH]c(=O)n2C | 26.4%
CN(C)c1cc(NC(=O)CN2CCOCC2)c2ccccc2n1 | 12.2%

Screening data (PubChem)
